# Source: PubChem
# FID counter = counter-screen for HCV NS3 helicase inhibitors: DNA intercalator displacement. AID 1845. inhibition, % at 7.9 µM. DNA fluorescent intercalator displacement, fluorescence. hit rate 0.17% among 290,000; in the data active = inhibition above about 37%;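 note: 0% = vehicle and 100% = reference compound; higher means more ethidium bromide displaced from hairpin DNA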
# NS3 helicase inh = blocks Hepatitis C virus NS3 helicase unwinding; NS3 helicase DNA unwinding, Cy5 molecular beacon fluorescence; AID 1800; hit rate 0.56% among 290,000; inhibition, % at 10.9 µM;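 active = inhibition above the mean of all tested compounds plus 3 SD, set per campaign, cut at about 35% in these data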;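 note: 0% = DMSO wells and 100% = thioflavine S control wells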
#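 System: Hepatitis C virus NS3 helicase domain fragment enzyme | Reagent: Annealed dual-labelled DNA beacon duplex, ATP-started | Compound dosing: 10.9 µM single point, 0.8% DMSO | Incubation: 1 h reaction at 25 °C, ATP-initiated | Technique: Cy5 fluorescence | Evaluation: Percent inhibition from t60/t0 fluorescence ratio | Benchmarks: Low DMSO, high thioflavine S at 110 µM | Replication: Singlicate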
# SUMO HTRF inh = SUMOylation inhibition | P63279 | HTRF SUMOylation assay, SAE1/SAE2 + UBC9, in vitro | inhibition, % at 35 µM | hit rate 0.36% among 290,000; in the data active = inhibition above about 50%, passing the limit was not always enough; note: strong numbers were not always called active
# Target sequence (P63279 whole entry, looked up): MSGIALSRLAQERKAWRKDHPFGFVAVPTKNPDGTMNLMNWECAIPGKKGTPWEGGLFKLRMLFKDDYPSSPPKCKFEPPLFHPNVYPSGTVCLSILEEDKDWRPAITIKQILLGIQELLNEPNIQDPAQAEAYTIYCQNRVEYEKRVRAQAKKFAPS
# MEKK3 PB1 HTS = MEKK3-MEK5 PB1 interaction, increase or decrease. Q99759. bead-based flow cytometry, Alexa488-MEK5 binding to MEKK3; actives lie on both sides; 0 = blocked by unlabeled MEK5, 100 = vehicle. binding response (% of control), % at 10 µM. hit rate 1.4% among 290,000. AID 1529;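 active = binding response more than 3 SD above or below the average of its plate-row segment, actives on both sides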;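 note: Alexa488 bead fluorescence after subtracting the streptavidin-only scavenger bead signal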
# Target sequence (Q99759 whole entry, looked up): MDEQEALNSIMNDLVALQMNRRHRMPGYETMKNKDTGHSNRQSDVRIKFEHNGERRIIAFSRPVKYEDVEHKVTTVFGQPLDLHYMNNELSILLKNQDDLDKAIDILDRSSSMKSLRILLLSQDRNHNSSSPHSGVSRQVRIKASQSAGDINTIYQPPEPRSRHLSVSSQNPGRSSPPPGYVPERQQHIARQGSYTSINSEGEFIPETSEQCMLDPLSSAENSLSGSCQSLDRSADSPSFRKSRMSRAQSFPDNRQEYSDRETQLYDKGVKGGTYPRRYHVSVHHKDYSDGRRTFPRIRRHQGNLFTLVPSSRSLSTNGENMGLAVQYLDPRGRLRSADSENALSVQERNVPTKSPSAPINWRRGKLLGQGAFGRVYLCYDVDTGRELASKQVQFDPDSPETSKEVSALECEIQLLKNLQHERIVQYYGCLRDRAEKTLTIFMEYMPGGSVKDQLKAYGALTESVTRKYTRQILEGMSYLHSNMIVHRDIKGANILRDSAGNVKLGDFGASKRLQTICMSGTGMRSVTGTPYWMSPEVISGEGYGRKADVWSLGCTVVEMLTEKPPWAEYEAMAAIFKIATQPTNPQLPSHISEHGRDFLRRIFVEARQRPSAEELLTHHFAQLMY
# pCIP destab = compounds decreasing mouse p/CIP protein stability; Q05BA5; F442A p/CIP-EGFP cells, EGFP fluorescence, 16 h; decrease of EGFP signal, % at 10 µM; hit rate 0.01% among 290,000;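 active = EGFP signal decrease of at least 30% at 10 µM or well 3 SD below plate mean, unless failing retest; inactive = the rest, including hits failing retest or dose response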; note: some compounds called inactive have numbers as strong as hits; many of its hits are not listed in these tables
# PHOSPHO1 block = blocks human PHOSPHO1 phosphatase activity | Q8TCT1 | recombinant PHOSPHO1, absorbance phosphatase assay | inhibition, % at 13.3 µM | hit rate 1.1% among 290,000 | AID 1565; in the data active = inhibition above about 60%
# Target sequence (Q8TCT1 whole entry, looked up): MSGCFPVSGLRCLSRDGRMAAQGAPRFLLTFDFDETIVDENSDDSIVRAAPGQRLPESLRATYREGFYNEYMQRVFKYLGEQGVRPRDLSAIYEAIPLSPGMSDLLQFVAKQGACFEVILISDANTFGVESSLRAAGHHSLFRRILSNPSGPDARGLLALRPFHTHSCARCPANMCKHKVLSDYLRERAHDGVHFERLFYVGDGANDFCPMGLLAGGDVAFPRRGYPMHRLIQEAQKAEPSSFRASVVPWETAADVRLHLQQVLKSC
# IDE act = activators of human insulin-degrading enzyme in cells. P14735. HEK cells, FAbeta-B cleavage, fluorescence polarization; 0% vehicle, 100% cell-free pure enzyme wells. activation, % at 5.96 µM. hit rate 0.073% among 340,000;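 active = activation above the mean of all tested compounds plus 3 SD, set per screening campaign, cut at about 17% in these data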
# VIM-2 inh = blocks Pseudomonas aeruginosa VIM-2 metallo-beta-lactamase. hit rate 0.89% among 290,000. inhibition, % at 5.6 µM. purified VIM-2, nitrocefin hydrolysis, epi-absorbance fluorescence. AID 1527;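 active = inhibition above the mean of all tested compounds plus 3 SD, cutoff set per screening run, cut at about 7.5% in these data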;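 note: red hydrolysis product quenches plate fluorescence so inhibitors raise well fluorescence; 0% = enzyme with DMSO and 100% = DMSO without enzyme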
# IMP-1 inhibitor = blocks Pseudomonas aeruginosa IMP-1 metallo-beta-lactamase; hit rate 0.45% among 290,000; AID 1556; inhibition, % at 5.6 µM; purified IMP-1, nitrocefin hydrolysis, epi-absorbance fluorescence;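 active = inhibition above the mean plus 3 SD of all compounds in the same screening run, cut at about 4.5% in these data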;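 note: 0% = IMP-1 with DMSO and 100% = DMSO wells lacking enzyme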
#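 System – purified recombinant IMP-1 beta-lactamase · Input – IMP-1 dispensed at 0.2 nM · Timing – 15 min preincubation plus 25 min reaction at 25 °C · Signal – Epi-absorbance fluorescence, 480 nm excitation, 530 nm emission · Measure – percent IMP-1 inhibition derived from blank-referenced optical density · Controls – Enzyme-plus-DMSO low control, enzyme-free DMSO high control · Replication – singlicate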
# Active calls of the source: *; . = not tested or not shown; [ ] = another dose, or the depositor's remark. Not all compounds are listed. The share of hits here may be higher or lower than overall.
SMILES,FID counter,NS3 helicase inh,SUMO HTRF inh,MEKK3 PB1 HTS,pCIP destab,PHOSPHO1 block,IDE act,VIM-2 inh,IMP-1 inhibitor
Cc1ccc(S(=O)(=O)Cc2sc3ccccc3[n+]2C)cc1,-2,-10,-9,109,-11,20,6,3.2,-5.8
Fc1ccc(/C=C/c2nnc(-c3cccs3)o2)cc1,-17,-7,2,114,-8,2,0,-0.6,-2.4
Cc1cccc(S(=O)(=O)Nc2ccncc2)c1,0,4,-14,102,3,30,2,-2.9,-2.9
COc1cccc(CNC(=O)c2c[nH]n3c(=O)c(Cl)c(C)nc23)c1,-20,19,1,92,-10,-3,-2,3.2,-3.2
Cc1ccc(-n2c(O)c(/C=N/c3ncn[nH]3)c3ccccc3c2=O)cc1,-6,-1,10,111,-3,34,2,-0.3,-2.3
Cc1cccc(N2CCN(S(=O)(=O)c3ccc(S(=O)(=O)N4CCCC4)cc3)CC2)c1C,1,1,3,.,-13,2,8,-2.9,-3.6
COc1cc(NC(=O)N2CCNC2=O)cc(C(=O)Nc2cccc(C(F)(F)F)c2)c1,.,.,10,93,0,26,38*,.,.
CCOC(=O)CSc1nnc(-c2ccc(S(=O)(=O)N3CCC(C)CC3)cc2)o1,-3,1,28,105,-17,24,4,-1.8,-3.8
O=C(C[n+]1ccc2c(c1)nnn2-c1ccccc1)c1ccc(Cl)cc1,6,-31,14,101,7,-25,.,-1.5,1.4
Nc1ccccc1N1CCOCC1,0,-2,2,66,-7,11,4,-2.5,-3.2
COc1c(/C=N/NC(=O)c2ccncc2)c(CCN(C)C(C)=O)cc2c1OCO2,-14,2,7,103,-8,20,0,-3.1,-3.3
CCOC(=O)Cc1csc(NC(=O)c2cc3c(s2)CCCC3)n1,-16,-2,-2,102,4,5,5,-5.2,-3.1
c1cncc(-c2nc(-c3ccc4c(c3)OCCO4)cs2)c1,-29,15,16,90,-1,35,-4,-3.0,-5.0
CC1(C)C2CCC13CS(=O)(=O)NC3C2 (stereo not given),-3,0,18,105,-7,18,-3,0.4,-1.6
COc1ccc2oc(=O)c(C(=O)Oc3ccc(NC(C)=O)cc3)cc2c1,9,10,34,103,-4,-49,-1,1.9,-0.2
C[C@@H]1CCCCCCCCCCC1=O,-3,20,-12,99,1,29,-3,-3.3,-3.1
Cc1cccc(NC(=O)CSc2nnc(C3CC3)n2CC2CCCO2)c1 (stereo not given),-23,8,-4,102,-7,8,-6,-5.5,-6.4
Cc1ccc(-c2nc(N)n(S(C)(=O)=O)n2)cc1,-1,-4,0,98,8,1,-1,-2.6,1.6
CCOC(=O)C1CCN(C(=O)c2ccc3c(c2)OCO3)CC1,-9,8,-2,100,6,4,1,-3.6,-1.8
N=c1oc2cc(O)ccc2cc1C(=O)Nc1ccc(Cl)cc1,4,15,3,102,-9,44,-3,0.6,-0.4
O=C(CN1CCCCC1)Nc1nc(-c2ccc(Cl)cc2)cs1,-3,-35,0,100,-2,29,5,-2.6,-0.8
CC(C)c1ccc(-n2ccnc2SCC(=O)O)cc1,-12,15,5,95,-4,24,-3,2.6,-1.2
CCCN1CCC2(CC1)NC(C(=O)O)Cc1c2[nH]c2ccccc12 (stereo not given),-8,-19,15,93,-5,6,2,-3.4,-4.9
O=C(COc1cccc(C(F)(F)F)c1)N1CCN(c2ccccc2O)CC1,-27,-3,-29,101,-2,35,2,-1.3,-0.1
OC(COC(c1ccccc1)c1ccccc1)CN1CCN(c2ccccn2)CC1 (stereo not given),-1,-24,-4,100,0,-4,6,-1.8,0.4
COc1ccc(S(=O)(=O)NCC2CCC(C(=O)NCc3cccnc3)CC2)cc1 (stereo not given),-6,7,12,101,2,-4,2,-3.4,-1.4
CC1CCCC(C)N1C(=O)CN1C(=O)C(C)(C)Oc2ccc(C(=O)NC3CCCCC3)cc21 (stereo not given),-30,4,2,103,5,12,5,-2.9,-0.5
Cc1ccc(-c2nc3ccccc3s2)cc1NC(=O)c1ccc2c(c1)OCO2,-1,-9,32,1.0*[inhibitor],6,14,-2,0.3,-0.9
Nc1nc(SCC(=O)NCCCN2CCOCC2)nc2sc3c(c12)CCC3,6,0,-26,.,8,39,-8,2.6,-0.7
O=C(COc1ccccc1C(=O)O)NC1CCCc2ccccc21 (stereo not given),-7,12,2,102,-3,24,2,-2.1,-2.8
CC(C)CCNC(=O)c1cn(C)c2ccc(S(=O)(=O)N3CCCC3)cc2c1=O,-11,1,-1,102,-11,33,1,-3.3,-1.0
Cc1ccc(-c2cc3c(n2-c2ccc(C(=O)O)cc2)CCCC3=O)cc1,-16,7,7,101,5,2,-2,-0.8,-3.4
CCCN1C2CCCC1CC(NC(=S)Nc1cc(C)cc(C)c1)C2 (stereo not given),10,-9,3,89,-6,39,-1,0.2,-0.2
CC(C)Oc1cccc(C(=O)C2CCCN(C(=O)c3csnn3)C2)c1 (stereo not given),-14,-2,20,95,-1,-1,6,-1.4,-2.7
COc1ccc(CCN(C)CCC(=O)Nc2cc(C)ccc2C)cc1OC,2,-1,13,108,8,9,2,-3.0,-3.3
COc1ccc(-c2csc(/N=C/N(C)C)n2)cc1OC,-4,-19,-8,101,4,1,-2,-0.9,-0.7
O=C(NCCN1CCCC1)C1CCC(=O)N(CCCN2CCOCC2)C1 (stereo not given),3,-5,3,98,7,20,3,-0.4,-1.6
CN(CC(=O)NCc1ccccc1)S(=O)(=O)c1ccc2c(c1)CCC(=O)N2,-7,4,0,102,-5,33,5,-2.5,0.6
CNC(=O)CSc1nnc(SCCC(=O)O)s1,-1,0,-2,95,-7,-10,-8,-0.3,-0.7
Cc1cccn2c(=O)c(C=C(C#N)C#N)c(N3CCN(C)CC3)nc12,2,1,14,105,-16,35,6,1.6,-1.9

# IDE act, entries above that show a hit
SMILES	NS3 helicase inh	SUMO HTRF inh	MEKK3 PB1 HTS	pCIP destab	PHOSPHO1 block	IDE act	VIM-2 inh	IMP-1 inhibitor
COc1cc(NC(=O)N2CCNC2=O)cc(C(=O)Nc2cccc(C(F)(F)F)c2)c1	.	10	93	0	26	38*	.	.

# Additional results.
SMILES,FID counter,NS3 helicase inh,SUMO HTRF inh,MEKK3 PB1 HTS,pCIP destab,PHOSPHO1 block,IDE act,VIM-2 inh,IMP-1 inhibitor
O=C(Nc1ccc(Cl)c([N+](=O)[O-])c1)c1ccc2c(c1)OCCO2,24,-7,-3,96,16,-18,-3,-1.1,-3.3
O=S(=O)(N/N=C/c1cn(Cc2ccccc2)c2ccccc12)c1ccccc1,-2,-18,-21,108,-1,26,5,-2.0,-0.9
CCCc1c(O)nc(SC2CC(=O)N(c3ccc(OC)cc3)C2=O)[nH]c1=O (stereo not given),-2,0,15,103,-1,33,0,-1.2,-3.5
Cc1ccc(OC/C(O)=C(\C#N)c2nc3ccccc3s2)cc1,-8,-2,6,101,0,14,-2,-5.8,-0.4
Cc1cc(C)c(C(=O)Nc2ccc(C)c(C)c2)c(CC(C)(C)C(=O)O)c1,-11,-6,18,103,-6,42,6,-0.8,-0.7
Cc1ccccc1N(C(=O)c1snc(C(N)=O)c1N)C(C)C(=O)NC1CCCCC1 (stereo not given),-38,6,-8,101,11,35,-2,-1.1,-0.1
CCOC(=O)c1sc(NC(=O)c2cccc(S(=O)(=O)N(CC)CC)c2)cc1C,-4,-5,28,106,0,0,1,0.6,-1.9
CC(Sc1n[nH]c(N)n1)C(=O)C12CC3CC(CC(C3)C1)C2 (stereo not given),-2,-9,12,106,4,11,2,-1.6,-3.8
COc1ccccc1C1CCN(Cc2ccccc2)CC1,-4,-8,2,97,5,24,3,-0.8,-2.7
COc1cc(OC)c(C2Nc3cccc4cccc(c34)N2)c(OC)c1,-22,33,74,103,-18,52,-3,-0.1,-3.6
Cc1cc(Nc2cccc(F)c2)nc(N2CCOCC2)n1,-4,-6,23,93,-5,28,-5,2.3,-1.8
CCOC(=O)C1(Cc2cccc(OC)c2)CCCN(C(=O)c2cc(C)[nH]n2)C1 (stereo not given),-24,0,-17,89,-9,12,0,0.1,-1.2
COc1ccc(C(=O)Nc2ccnn2C2CCN(C(=O)c3cnsn3)CC2)cc1,-8,3,23,103,-16,2,-2,-1.5,-3.2
Cc1ccc2[nH]c(O)c(N=NC(=O)C3CC3c3ccccc3)c2c1Br (stereo not given),-2,-2,23,98,0,1,0,-4.0,-3.1
CCC(CC)C(=O)c1c[nH]c(C(=O)N2CCN(c3ccccc3)CC2)c1,-7,-2,21,103,6,37,0,-1.4,-2.8
Cc1ccc(C2C(C#N)=C(N)N(c3ncn[nH]3)C3=C2C(=O)CC(C)(C)C3)cc1 (stereo not given),-6,-4,12,107,-6,19,0,-2.9,-2.9
Cc1cccc(OCC(=O)NCCCNC(=O)c2ccccn2)c1,-16,5,4,102,6,16,4,-2.8,-2.4
CCC(C)Sc1nc2c(c(=O)[nH]c(=O)n2C)n1CC(O)COc1cccc2ccccc12 (stereo not given),5,-2,-4,108,3,9,1,0.7,-3.9
Cc1csc(N2CCc3ccccc32)n1,-1,-4,2,105,-7,22,3,-0.9,0.1
CCC1SC(=NC(=O)c2ccc(Cl)c(Cl)c2)NC1=O (stereo not given),-9,30,-1,98,6,-12,-6,-4.6,-4.7
O=C(Nc1nccs1)c1ccc(-c2ccc(Cl)cc2Cl)o1,-1,8,14,108,-4,-4,9,-3.7,-1.8
CCCCCCCSc1nnc(N)s1,-11,3,-1,106,-24,43,4,-0.1,-2.5
O=[N+]([O-])c1ccc(C2CCCC/C2=N/O)c([N+](=O)[O-])c1 (stereo not given),-2,-12,9,105,-5,11,-1,0.3,-1.7
COc1cc(OCC(N)=O)cc(OC)c1OC,-2,-8,8,101,0,-8,3,-5.9,-0.6
Cc1ccc2c(c1)N(CCC(=O)NCC1COc3ccccc3O1)C(=O)CO2 (stereo not given),-20,-2,8,102,-2,35,2,-0.6,-0.6
CCN(CC)C(=O)COc1cccc2ccccc12,-5,-1,8,65,4,7,2,-2.4,-0.8
COc1ccc(C(=O)NCc2nnc(SCC(=O)Nc3nnc(C)s3)o2)cc1,-6,2,5,104,-26,-22,1,-4.2,-1.6
COc1ccc(-n2c(SCC(=O)Nc3cc(C)on3)nc3ccc(O)cc3c2=O)cc1OC,-19,-3,16,99,-4,7,0,-1.6,-3.9

# At a glance, some entries already given.
SMILES,FID counter,NS3 helicase inh,SUMO HTRF inh,MEKK3 PB1 HTS,pCIP destab,PHOSPHO1 block,IDE act,VIM-2 inh,IMP-1 inhibitor
Cc1ccc2c(c1)N(CCC(=O)NCC1COc3ccccc3O1)C(=O)CO2 (stereo not given),-20,-2,8,102,-2,35,2,-0.6,-0.6
CCN(CC)C(=O)COc1cccc2ccccc12,-5,-1,8,65,4,7,2,-2.4,-0.8
COc1ccc(C(=O)NCc2nnc(SCC(=O)Nc3nnc(C)s3)o2)cc1,-6,2,5,104,-26,-22,1,-4.2,-1.6
COc1ccc(-n2c(SCC(=O)Nc3cc(C)on3)nc3ccc(O)cc3c2=O)cc1OC,-19,-3,16,99,-4,7,0,-1.6,-3.9
